# Screening data: PubChem, several laboratories
# Pemphigus Ab inh: blocks pemphigus antibody binding to human desmoglein-3 | P32926 | DSG3-coupled beads, scFv-anti-DSG3-GFP binding, flow cytometry; stronger effect = lower value | binding (percent of control), % at 10 µM | actives 0.48% (n = 310,000) | AID 588358;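 active = binding more than 3 SD below its plate's average and above zero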;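 note: hits lower antibody fragment binding to DSG3; some compounds called inactive have numbers as strong as hits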
# dFosB act: mouse delta FosB homodimer activation; purified delta FosB, TAMRA-CDK5 oligo fluorescence polarization; percent of positive-control signal above neutral wells; P13346; actives 0.99% (n = 340,000); activation, % at 25 µM;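 active = mean activation above about 17%, with every replicate also reaching it, limit read from the data, passing the limit was not always enough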;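 note: fluorescence polarization rise as delta FosB binds a TAMRA Cdk5 AP-1 oligo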
# PKA-R1A activ: PKA-R1A complex activation; P00514+P68181; activation, % at 11.4 µM; PKA-R1A dissociation, Cy5-IP20 fluorescence polarization; scaled: DMSO 0%, 113 µM cGMP 100%; actives 0.083% (n = 340,000);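 active = percent activation above the mean of all tested compounds plus 3 SD, cut at about 19% in these data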;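 note: higher means more PKAc released from R1A so a rise in polarization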
# NSD2 HMT inh: NSD2 (human) methyltransferase inhibition; AID 743445; NSD2 peptide methylation, AlphaScreen, 120 min; actives 0.54% (n = 310,000); inhibition, % at 12.5 µM; in the data active = inhibition above about 50%
# Target sequence (O96028 whole entry, looked up): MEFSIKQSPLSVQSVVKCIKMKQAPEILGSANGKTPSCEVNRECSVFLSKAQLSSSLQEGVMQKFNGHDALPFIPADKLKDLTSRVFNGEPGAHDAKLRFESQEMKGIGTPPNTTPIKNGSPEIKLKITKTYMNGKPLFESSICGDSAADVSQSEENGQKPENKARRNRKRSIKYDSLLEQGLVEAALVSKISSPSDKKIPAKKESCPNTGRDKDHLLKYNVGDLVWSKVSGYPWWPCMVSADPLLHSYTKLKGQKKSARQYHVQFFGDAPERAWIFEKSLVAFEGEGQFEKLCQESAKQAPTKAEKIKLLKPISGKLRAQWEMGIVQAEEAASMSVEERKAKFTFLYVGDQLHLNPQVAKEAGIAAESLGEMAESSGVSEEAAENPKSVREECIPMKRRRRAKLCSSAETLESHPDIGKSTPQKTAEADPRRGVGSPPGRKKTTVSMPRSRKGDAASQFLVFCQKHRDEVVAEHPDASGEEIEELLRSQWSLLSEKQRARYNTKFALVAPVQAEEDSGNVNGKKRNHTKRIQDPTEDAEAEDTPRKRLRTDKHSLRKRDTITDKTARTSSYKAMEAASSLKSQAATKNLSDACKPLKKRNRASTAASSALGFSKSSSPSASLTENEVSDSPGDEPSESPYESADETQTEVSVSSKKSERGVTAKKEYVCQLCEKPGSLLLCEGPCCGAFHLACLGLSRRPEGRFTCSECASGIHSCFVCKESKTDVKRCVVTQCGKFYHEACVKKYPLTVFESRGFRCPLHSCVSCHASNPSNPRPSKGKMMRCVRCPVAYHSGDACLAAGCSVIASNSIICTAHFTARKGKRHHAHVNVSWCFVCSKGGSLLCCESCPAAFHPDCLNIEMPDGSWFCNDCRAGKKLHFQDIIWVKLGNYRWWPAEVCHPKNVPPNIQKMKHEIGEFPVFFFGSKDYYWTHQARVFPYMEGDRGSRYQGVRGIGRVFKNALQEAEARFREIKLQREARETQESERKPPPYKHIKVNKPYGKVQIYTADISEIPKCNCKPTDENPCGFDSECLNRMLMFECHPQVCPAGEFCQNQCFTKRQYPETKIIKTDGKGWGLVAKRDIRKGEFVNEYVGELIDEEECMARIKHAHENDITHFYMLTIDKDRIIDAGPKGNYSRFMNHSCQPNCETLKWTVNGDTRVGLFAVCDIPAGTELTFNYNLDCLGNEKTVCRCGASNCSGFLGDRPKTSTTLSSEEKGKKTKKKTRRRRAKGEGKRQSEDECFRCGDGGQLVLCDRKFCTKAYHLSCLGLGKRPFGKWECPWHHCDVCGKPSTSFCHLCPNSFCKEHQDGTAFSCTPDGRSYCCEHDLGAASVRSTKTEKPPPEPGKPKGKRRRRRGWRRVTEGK
# PKA-R2B activ: PKA-R2B complex activation; actives 0.079% (n = 340,000); activation, % at 11.4 µM; PKA-R2B holoenzyme dissociation, Cy5-IP20 fluorescence polarization; R2B truncated from residue 108, S112A mutant; 0% DMSO only, 100% 113 µM cGMP; AID 504700;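 active = activation above a cutoff set at the mean over all compounds plus 3 SD, cut at about 18% in these data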;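 note: higher means more holoenzyme dissociation and a rise in polarization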
# CDK5 inh: inhibitors of human CDK5/p35 kinase; Q00535+Q15078; Recombinant CDK5/p35, ADP-Glo luminescence, 60 min; inhibition, % at 10 µM; actives 0.01% (n = 330,000); AID 488839;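 active = highest replicate inhibition of at least 50% and at least 75% of replicates reaching 50%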;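 note: plate controls were DMSO neutral control for no effect and GW8510 at 10 µM for full effect; many of its hits are not listed in these tables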
# SR-BI DiI inh: inhibitors of mouse SR-BI mediated HDL lipid uptake; ldlA[mSR-BI] CHO cells, DiI-HDL uptake fluorescence, 3 h; inhibition, % at 12.5 µM; actives 0.96% (n = 320,000); AID 488896;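 active = mean replicate inhibition of at least 70% and a set share of replicates each scoring 70 or more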;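 note: 0% = median of neutral control wells and 100% = median of positive control wells; values of inactives mirror those of a sister screen read the other way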
# MITF TRPM1 HTS: activators of MITF-driven TRPM1 promoter activity in SK-MEL-5 cells; SK-MEL-5 TRPM1-promoter luciferase, 24 h; % of positive control, neutral wells = 0; activation, % at 12.5 µM; actives 0.75% (n = 300,000); AID 588334;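 active = mean activation of at least 80% with every replicate also reaching 80%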;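 note: 0% = neutral control wells and 100% = parthenolide positive control wells; values of inactives mirror those of a sister screen read the other way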
# Arrestin-AP2 inh: inhibitors of human beta-arrestin and AP2 interaction; inhibition, % at 10 µM; actives 0.31% (n = 340,000); FITC-arrestin peptide / GST-AP2 beads, flow cytometry; AP2 beta2 appendage carries R879A mutation;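 active = inhibition above a set limit, near 3 SD of compounds lacking own fluorescence, cut at about 54% in these data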;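 note: plate controls were DMSO wells for no effect and 5 µM unlabelled arrestin peptide for full effect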
#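 system = GST-tagged AP2 beta2-adaptin appendage (R879A) on 4 µm glutathione beads | reagent = FITC-labelled arrestin peptide probe, 50 nM final | schedule = compound with beads 12 min RT, then probe 1 h RT | signal = HyperCyt-sampled flow cytometry, FL1 channel, ex 488/em 535 nm | read-out = percent response from loss of bead-bound FITC fluorescence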
# SR-BI uptake up: activators of SR-BI mediated HDL lipid uptake; activation, % at 12.5 µM; CHO ldlA[mSR-BI] cells, DiI-HDL uptake fluorescence, 3 h; 100 = double the neutral-control signal; actives 0.096% (n = 320,000);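 active = mean replicate activation of at least 60% and every replicate at or above 60%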;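 note: 0% = median plate neutral-control signal and 100% = twice that signal; values of inactives mirror those of a sister screen read the other way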
#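 system = CHO ldlA[mSR-BI] cells, LDL receptor-null, SR-BI overexpressing | medium = Ham's F12 with 0.5% BSA, HEPES 25 mM, pH 7.4 | probe or stimulus = DiI-HDL 10 µg/mL | compound dosing = single-point compound dose | incubation = compound exposure 3 h, 37 °C | technique = DiI fluorescence, bottom read | read-out = cell-associated DiI fluorescence as measure of HDL uptake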
# Mot1-301 SUMO: blocks SUMOylation pathway, rescuing yeast Mot1-301 growth | growth rescue, % at 18.8 µM | actives 1% (n = 320,000) | AID 2716 | S. cerevisiae Mot1-301 growth rescue, ATP luminescence, 38.5C; percent above DMSO median, 100 means doubled;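 active = every valid replicate shows activation above 250% relative to neutral control wells; inactive = the rest, any valid replicate at or below 250%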;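 note: OY570 slx delta 5 strain wells were the positive control but not used for scaling; some compounds called inactive have numbers as strong as hits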
# An asterisk follows results filed as active; / = no result given. Compounds were not picked by outcome. About 4.7% of those tested had a hit in this group.
cpd	Pemphigus Ab inh	dFosB act	PKA-R1A activ	NSD2 HMT inh	PKA-R2B activ	CDK5 inh	SR-BI DiI inh	MITF TRPM1 HTS	Arrestin-AP2 inh	SR-BI uptake up	Mot1-301 SUMO	canonical_smiles
1	/	2	0	-1	-5	-2.2	2	16	4	-2	-23	CCOC(=O)N1CCN(C(=O)CSCc2ccccc2C)CC1
2	105	-2	4	3	10	-2.6	-38	0	/	38	/	O=C(CCC1CCCC1)N1CCC(N2CCCCCC2)CC1
3	97	-6	-2	44	-4	1.7	50	/	20	-50	-6	Cc1ccccc1NC1=C/C(=N\S(=O)(=O)c2cccs2)c2ccccc2C1=O
4	87	4	-10	-4	-9	0.0	34	-17	-9	-34	7	CCOc1ccccc1NC(=O)NC(C)c1ccncc1 (configuration not stated)
5	/	4	6	-2	5	-1.1	0	/	-1	0	-8	CCN(CC)C(=S)SCC(=O)c1ccccc1
6	108	-1	-10	0	3	-0.2	10	/	-18	-10	/	CCC1(c2ccc(F)cc2)NC(=O)N(CC(=O)N2CCN(S(=O)(=O)c3ccc(C)cc3C)CC2)C1=O (configuration not stated)
7	/	-6	-12	0	-10	-0.1	11	-5	-1	-11	7	CCCCC(=O)NC(=S)Nc1cccc(NC(=O)c2ccco2)c1
8	124	-1	5	0	1	-0.5	/	9	-8	/	-2	O=C(NC(=S)NCC1CCCO1)c1ccc(Cl)cc1Cl (configuration not stated)
9	/	-2	8	-2	-14	0.8	-11	-7	-2	11	3	COc1cccc(CN(C)C(=O)CNC(=O)c2ccc3c(c2)OCO3)c1OC
10	107	-1	-7	-2	-1	1.0	35	2	-9	-35	-7	CN1CCN(c2ccc(Cl)cc2NC(=O)CCN2C(=O)c3ccccc3C2=O)CC1
11	97	7	3	/	-2	-0.4	-16	-16	7	16	139	CCCC(=O)Nc1c(C(=O)OCC)[nH]c2ccccc12
12	98	4	7	2	-12	1.3	48	0	15	-48	-4	COc1cccc(C2NC(=S)NC3=C2CCc2ccccc23)c1 (configuration not stated)
13	96	0	-6	1	2	2.4	-9	-4	28	9	1	CCOC(=O)C1(Cc2cccc(OC)c2)CCN(Cc2cccn2-c2nccs2)CC1
14	113	-3	1	3	8	0.0	13	5	42	-13	236	CCOc1ccccc1N1CCN(C(=O)/C=C/c2cccc([N+](=O)[O-])c2)CC1
15	98	5	-8	0	0	1.9	-22	/	7	22	-3	Cc1ccc(N2C(=O)c3ccccc3NC2C(C)Cc2ccc3c(c2)OCO3)cc1 (configuration not stated)
16	99	-4	3	/	-2	-0.7	1	48	40	-1	/	Oc1ccc(C=NN=Cc2ccco2)c(O)c1
17	94	3	-16	/	-8	-0.4	-11	5	1	11	-21	O=C1[C@H]2[C@@H](/C=C/c3ccccc3)N3C(=O)CN(Cc4ccccn4)C(=O)[C@@]3(Cc3ccccc3)[C@H]2C(=O)N1c1ccccc1
18	106	-7	2	-3	-6	0.9	8	0	18	-8	168	CCc1ccccc1N(CC(=O)NCc1ccccc1)C(=O)CCC(=O)Nc1ccccn1
19	110	-4	6	1	8	-1.2	/	-7	22	/	8	CC1CCN(C(=O)CC(NC(N)=O)c2ccccc2Cl)CC1 (configuration not stated)
20	94	-7	6	2	1	0.0	-21	-6	5	21	9	O=C(NC1CCN(Cc2ccccc2)CC1)C1CCCN(S(=O)(=O)c2cccc3nonc23)C1 (configuration not stated)
21	111	-12	1	0	4	-4.9	15	-1	2	-15	-3	CCOC(=O)c1cccc(NC(=O)CN(c2ccc(C)cc2)S(=O)(=O)c2c(C)n[nH]c2C)c1
22	96	5	-7	-2	-2	0.0	-20	3	-14	20	28	OC(Cn1cncn1)(c1ccc(F)cc1)c1ccc(Cl)cc1 (configuration not stated)
23	97	-6	-6	8	1	-3.5	-1	-10	43	1	-12	Cc1nn(CCC(=O)NNC(=S)Nc2ccc([N+](=O)[O-])cc2)c(C)c1[N+](=O)[O-]
24	107	2	-8	/	4	-1.3	-9	1	17	9	-29	NC(=O)c1cc(S(=O)(=O)Nc2cccc(F)c2)co1
25	96	-5	-2	-8	-7	-0.5	-5	12	1	5	1	O=C(Cc1ccc(Cl)cc1)NNC(=O)c1cnccn1
26	99	-1	1	1	-3	2.1	10	3	18	-10	90	O=C1OC(c2ccccc2)=NC12CC2c1ccc(Cl)cc1 (configuration not stated)
27	88	-7	-6	-2	-11	-1.9	-20	36	-15	20	43	CCOC(=O)C1(Cc2ccc(OC)cc2)CCN(C(=O)CCn2cccn2)CC1
28	107	-9	3	8	-7	1.4	35	1	7	-35	7	O=C(c1ccccc1)c1ccc(NCCCn2ccnc2)c([N+](=O)[O-])c1
29	99	-1	6	/	9	-1.8	-3	4	-4	3	-9	CC1(c2nnc(-c3ccccc3)o2)CC(c2ccc([N+](=O)[O-])cc2)=NO1 (configuration not stated)
30	117	-8	3	1	-6	-0.2	-25	-12	3	25	53	COc1ccc(OCC(=O)NC(=S)Nc2ccc(S(=O)(=O)Nc3cc(OC)nc(OC)n3)cc2)cc1
31	106	11	3	-1	-5	-0.1	23	-7	-6	-23	10	COc1ccc(S(=O)(=O)N2CCOCC2)cc1NC(=O)COC(=O)c1oc2ccccc2c1C
32	111	1	-3	0	1	1.2	10	/	28	-10	4	CC1CCCC(N2CCN(C(=O)c3ccc([N+](=O)[O-])cc3)CC2)C1 (configuration not stated)
33	103	-5	15	/	12	-0.9	22	-11	-2	-22	-3	COc1ccc(-n2c(Cc3cccn3C)nnc2SCC(=O)Nc2ccccc2F)cc1
34	102	3	1	/	9	1.2	-9	-7	32	9	12	C#CCOCCOCCOCCNc1nc(N2CCOCC2)nc(N2CCN(C(=O)[C@H](Cc3cc4ccccc4[nH]3)n3cc([C@@H](N)Cc4ccc(O)cc4)nn3)CC2)n1
35	100	4	/	3	/	-0.5	15	17	15	-15	0	Cc1ccc(C(=O)Nc2ccc(N3CCN(S(C)(=O)=O)CC3)cc2)cc1C
36	121	-8	0	-3	3	1.0	3	-13	10	-3	2	COc1ccccc1S(=O)(=O)Nc1cc(S(=O)(=O)N2CCCCC2)ccc1N1CCOCC1
37	104	-8	-10	5	-2	-1.4	26	36	-4	-26	-12	Cc1cc(NC(=O)c2ccco2)ncc1NC(=O)CCc1ccccc1
38	111	-7	2	-5	-8	-1.7	-5	-4	-1	5	-12	O=C(NCc1ccccc1Cl)c1ccccc1Oc1ccccc1
39	103	-11	0	-3	-13	0.7	6	-6	10	-6	-4	CCc1ccc(NC(=O)C2CCN(c3c(N4CCCC4)c(=O)c3=O)CC2)cc1
40	94	-1	2	-1	-11	1.7	-23	-3	-3	23	743*	O=C(OCc1nnc(-c2ccccc2)o1)c1ccc([N+](=O)[O-])o1
41	97	-3	0	0	-9	0.3	-42	2	-2	42	149	O=C(COC(=O)C1CC(=O)N(c2ccc3c(c2)OCCO3)C1)NC1CCCc2ccccc21 (configuration not stated)
42	98	-2	-8	-1	-9	-0.6	6	16	43	-6	-3	CCc1cccc(CC)c1NC(=S)NCC(c1cccnc1)N1CCOCC1 (configuration not stated)
43	98	1	5	/	0	-0.4	-14	5	-7	14	-3	O=C(N=C1SC2CS(=O)(=O)CC2N1Cc1ccccc1)C1CCCO1 (configuration not stated)
44	101	-15	1	/	-2	0.0	4	52	11	-4	-14	O=C(CSc1cn(Cc2ccccc2)c2ccccc12)N1CCOCC1
45	103	-5	3	-3	9	0.0	17	17	0	-17	-20	COc1ccccc1-c1noc(CCC(=O)Nc2cccc(C)c2)n1
46	96	0	1	0	-13	2.5	-3	-15	-1	3	-17	CC(=O)Nc1coc2ccc(Br)cc12
47	104	-1	0	4	9	-1.6	12	-8	6	-12	0	COC(=O)c1c(NC(NC(=O)c2ccccc2)(C(F)(F)F)C(F)(F)F)sc2c1CCN(C)C2

# Compounds above that contain an aryl methoxy group (9):
cpd	Pemphigus Ab inh	dFosB act	PKA-R1A activ	NSD2 HMT inh	PKA-R2B activ	CDK5 inh	SR-BI DiI inh	MITF TRPM1 HTS	Arrestin-AP2 inh	SR-BI uptake up	Mot1-301 SUMO	canonical_smiles
9	/	-2	8	-2	-14	0.8	-11	-7	-2	11	3	COc1cccc(CN(C)C(=O)CNC(=O)c2ccc3c(c2)OCO3)c1OC
12	98	4	7	2	-12	1.3	48	0	15	-48	-4	COc1cccc(C2NC(=S)NC3=C2CCc2ccccc23)c1 (configuration not stated)
13	96	0	-6	1	2	2.4	-9	-4	28	9	1	CCOC(=O)C1(Cc2cccc(OC)c2)CCN(Cc2cccn2-c2nccs2)CC1
27	88	-7	-6	-2	-11	-1.9	-20	36	-15	20	43	CCOC(=O)C1(Cc2ccc(OC)cc2)CCN(C(=O)CCn2cccn2)CC1
30	117	-8	3	1	-6	-0.2	-25	-12	3	25	53	COc1ccc(OCC(=O)NC(=S)Nc2ccc(S(=O)(=O)Nc3cc(OC)nc(OC)n3)cc2)cc1
31	106	11	3	-1	-5	-0.1	23	-7	-6	-23	10	COc1ccc(S(=O)(=O)N2CCOCC2)cc1NC(=O)COC(=O)c1oc2ccccc2c1C
33	103	-5	15	/	12	-0.9	22	-11	-2	-22	-3	COc1ccc(-n2c(Cc3cccn3C)nnc2SCC(=O)Nc2ccccc2F)cc1
36	121	-8	0	-3	3	1.0	3	-13	10	-3	2	COc1ccccc1S(=O)(=O)Nc1cc(S(=O)(=O)N2CCCCC2)ccc1N1CCOCC1
45	103	-5	3	-3	9	0.0	17	17	0	-17	-20	COc1ccccc1-c1noc(CCC(=O)Nc2cccc(C)c2)n1
